EZH2 inh = EZH2 (human) methyltransferase inhibition; PRC2 H3K27 methylation, DELFIA TRF, 1 h; AID 651548; Q15910; actives 0.35% (n = 57,000); inhibition, % at 12.5 µM;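 active = mean inhibition of replicates at least 50% and every single replicate also reaching 50%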;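 note: dimethyl H3K27 on biotinylated H3 21-44 peptide detected by antibody; plate controls were median neutral control wells for no effect and median positive control wells for full effect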
IDH1 R132H inh = inhibitors of human IDH1 R132H | O75874 | IDH1 R132H reductase, diaphorase/resazurin fluorescence, 60 min | inhibition, % at 10 µM | actives 0.18% (n = 70,000) | AID 624101; in the data active = inhibition above about 34%;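 note: 0% = DMSO and 100% = no enzyme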
Target sequence (O75874 whole entry R132H): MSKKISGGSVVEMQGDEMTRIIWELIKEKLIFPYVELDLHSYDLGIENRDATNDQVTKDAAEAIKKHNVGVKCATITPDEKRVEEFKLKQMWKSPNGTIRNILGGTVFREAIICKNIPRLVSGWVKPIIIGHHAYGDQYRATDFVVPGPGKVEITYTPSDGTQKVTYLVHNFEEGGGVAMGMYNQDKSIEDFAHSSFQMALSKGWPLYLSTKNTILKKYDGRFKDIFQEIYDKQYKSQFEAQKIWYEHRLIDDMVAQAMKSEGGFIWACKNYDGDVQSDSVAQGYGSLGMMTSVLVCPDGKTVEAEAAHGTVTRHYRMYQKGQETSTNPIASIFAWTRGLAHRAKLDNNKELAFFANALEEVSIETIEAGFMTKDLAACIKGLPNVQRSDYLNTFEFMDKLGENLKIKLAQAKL
Starred values were filed as active, the others as inactive; x = not tested or not shown. Not all compounds are listed, so the mix of outcomes need not match the whole.

The line under a structure holds: EZH2 inh, IDH1 R132H inh
O=C(Nc1cc(Cl)ccc1Cl)C1CN(S(=O)(=O)c2ccccc2)CCN1S(=O)(=O)c1ccccc1 (stereo not given)
→ 1, 0.2
Cc1ccc(S(=O)(=O)N(C)C[C@@H]2Oc3c(NC(=O)Nc4ccc(F)cc4)cccc3C(=O)N([C@@H](C)CO)C[C@@H]2C)cc1
→ -8, x
C[C@@H]1CN([C@@H](C)CO)C(=O)c2cccc(NC(=O)c3ccncc3)c2O[C@@H]1CN(C)Cc1ccc(Cl)c(Cl)c1
→ 4, -4.3
Cc1ccc(Cl)cc1NC(=O)Cn1cnc2ccccc2c1=O
→ -10, -0.1
CC1CCC2C(C)(C)C(=O)CC[C@]2(C)C12Cc1c(O)cc3c(c1O2)CN(C(CCC(=O)O)C(=O)O)C3=O (stereo not given in full)
→ 3, 0.5
COc1ccccc1CN1C[C@H](C)[C@H](OC)CN(C)C(=O)c2ccc(NC(C)=O)cc2OC[C@H]1C
→ 10, 0.1
COCC(=O)Nc1ccc2c(c1)OC[C@H](C)N(C(=O)CC1CC1)C[C@H](C)[C@H](OC)CN(C)C2=O
→ 9, -0.1
C[C@@H]1CN([C@H](C)CO)C(=O)c2cc(NC(=O)Nc3cccc4ccccc34)ccc2O[C@@H]1CN(C)Cc1ccc(C(=O)Nc2ccccc2N)cc1
→ 3, x
CC(=O)c1cccc(N(CC(=O)Nc2ccc(C)cc2)S(C)(=O)=O)c1
→ -8, -0.4
O=C(Nc1ccccc1C(=O)NC1CCCCC1)c1ccc(Cl)c(S(=O)(=O)N2CCOCC2)c1
→ -9, 0.1
C[C@H](CO)N1C[C@H](C)[C@@H](CN(C)C(=O)C2CCCCC2)Oc2cc(C#CC(C)(C)O)ccc2S1(=O)=O
→ -4, x
C[C@H](CO)N1C[C@H](C)[C@@H](CN(C)C)Oc2ncc(-c3cccc(F)c3)cc2C1=O
→ 7, -0.3
CCN(CC(=O)Nc1ccccc1C)S(=O)(=O)c1ccc(Br)cc1
→ -1, -0.1
C[C@@H]1CN([C@H](C)CO)C(=O)c2cccc(NC(=O)c3nc4ccccc4s3)c2O[C@H]1CN(C)C(=O)Nc1ccc(C(F)(F)F)cc1
→ x, -0.8
Cc1noc(C)c1S(=O)(=O)N(C)C[C@@H]1OCCCC[C@H](C)Oc2ccc(NS(=O)(=O)c3ccc(F)cc3)cc2C(=O)N([C@H](C)CO)C[C@@H]1C
→ x, 4.8
CCCC#Cc1cnc2c(c1)C(=O)N([C@H](C)CO)C[C@@H](C)[C@H](CN(C)C(=O)CN1CCOCC1)O2
→ -5, 4.5
C[C@@H]1CN([C@@H](C)CO)S(=O)(=O)c2ccc(C#CCN(C)C)cc2O[C@@H]1CN(C)C
→ -11, 1.1
O=C(Nc1cccc(Cl)c1)N[C@@H]1CC[C@H](CCNC(=O)C2CC2)O[C@@H]1CO
→ 10, 0.2
C[C@H](CO)N1C[C@H](C)[C@@H](CN(C)Cc2ccc3c(c2)OCO3)Oc2ccc(NC(=O)Cc3cn(C)c4ccccc34)cc2C1=O
→ -13, x
C[C@@H]1CN([C@@H](C)CO)C(=O)c2cc(NC(=O)Cc3ccccc3)ccc2O[C@@H]1CN(C)Cc1ccc(C(=O)O)cc1
→ -2, 4.2
O=C(CCN1C(=O)c2ccccc2C1=O)Nc1cccc(O)c1
→ -1, 0.0
O=C(CCN1CCCCC1)N[C@@H]1CC[C@H](CCNS(=O)(=O)c2ccc(F)cc2)O[C@H]1CO
→ 0, -0.1
O=C1CN(/N=C/c2ccc([N+](=O)[O-])o2)C(=O)N1
→ x, -1.2
O=C(CSc1nnc2ccc3ccccc3n12)Nc1nsc(-c2ccc(Cl)cc2)n1
→ -6, 0.3
C[C@H]1CCCCO[C@@H](CN(C)Cc2ccc(C(F)(F)F)cc2)[C@@H](C)CN([C@@H](C)CO)C(=O)c2cc(NC(=O)Nc3ccc4c(c3)OCO4)ccc2O1
→ x, 0.5
C[C@H](CO)N1C[C@H](C)[C@@H](CN(C)S(=O)(=O)c2ccc(Cl)cc2)OCCCC[C@H](C)Oc2ccc(NC(=O)Nc3ccccc3)cc2C1=O
→ x, 1.3
CN1CCN(C(=O)C[C@@H]2C[C@H]3c4cc(NC(=O)NC5CCCCC5)ccc4O[C@H]3[C@@H](CO)O2)CC1
→ 9, -0.6
COc1cccc(S(=O)(=O)N(C)C[C@H]2OCc3ccccc3-c3ccccc3C(=O)N([C@H](C)CO)C[C@@H]2C)c1
→ 0, -0.4
C[C@@H]1CN([C@H](C)CO)C(=O)c2cccc(N(C)C)c2O[C@H]1CN(C)Cc1ccccc1
→ -1, 0.9
Cc1c(NC(=O)CN2C(=O)c3cccc4cccc2c34)c(=O)n(-c2ccccc2)n1C
→ -1, -0.3
COc1ccc([Si](C)(C)[C@H]2[C@H](CCO)O[C@@]3(C(=O)N(c4ccccc4)c4ccccc43)[C@@H]2C)cc1
→ 47, x
C[C@@H]1CN([C@H](C)CO)C(=O)Cc2cc(NS(=O)(=O)c3ccccc3)ccc2O[C@@H]1CN(C)Cc1ccc(C(=O)Nc2ccccc2N)cc1
→ -35, 1.0
C[C@@H]1CN([C@@H](C)CO)C(=O)c2cc(C#Cc3ccccn3)cnc2O[C@H]1CN(C)C(=O)c1ccccn1
→ -4, 0.2
C[C@H]1CN([C@@H](C)CO)C(=O)c2cc(-c3cccnc3)cnc2O[C@H]1CN(C)C
→ -2, -1.1
Cc1noc(C)c1NC(=O)Nc1ccc2c(c1)CC(=O)N([C@H](C)CO)C[C@H](C)[C@H](CN(C)Cc1ccc(C(=O)O)cc1)O2
→ x, 2.7
C[C@H](CO)N1C[C@H](C)[C@@H](CN(C)Cc2cccc3c2OCCCO3)OCc2cnnn2CCCC1=O
→ 6, x
CC(C)(C)OC(=O)Nc1ccc(/C=N/NC(=O)CCCCCCC(=O)Nc2ccccc2O)cc1
→ -3, -0.1
CC(C)C#Cc1ccc2c(c1)O[C@H](CN(C)C(=O)c1ccccn1)[C@@H](C)CN([C@H](C)CO)S2(=O)=O
→ -6, 5.4
O=C(C[C@H]1C[C@H]2c3cc(NC(=O)Nc4ccccc4)ccc3O[C@H]2[C@H](CO)O1)NCc1ccccn1
→ 8, 1.8
COc1ccc(NC(=O)N(C)C[C@@H]2Oc3ccc(NS(=O)(=O)c4c(C)noc4C)cc3CC(=O)N([C@@H](C)CO)C[C@H]2C)cc1
→ x, 0.0

At a glance, part of the list above.
The line under a structure holds: EZH2 inh, IDH1 R132H inh
O=C1CN(/N=C/c2ccc([N+](=O)[O-])o2)C(=O)N1
→ x, -1.2
O=C(CSc1nnc2ccc3ccccc3n12)Nc1nsc(-c2ccc(Cl)cc2)n1
→ -6, 0.3
C[C@H]1CCCCO[C@@H](CN(C)Cc2ccc(C(F)(F)F)cc2)[C@@H](C)CN([C@@H](C)CO)C(=O)c2cc(NC(=O)Nc3ccc4c(c3)OCO4)ccc2O1
→ x, 0.5
C[C@H](CO)N1C[C@H](C)[C@@H](CN(C)S(=O)(=O)c2ccc(Cl)cc2)OCCCC[C@H](C)Oc2ccc(NC(=O)Nc3ccccc3)cc2C1=O
→ x, 1.3
CN1CCN(C(=O)C[C@@H]2C[C@H]3c4cc(NC(=O)NC5CCCCC5)ccc4O[C@H]3[C@@H](CO)O2)CC1
→ 9, -0.6
COc1cccc(S(=O)(=O)N(C)C[C@H]2OCc3ccccc3-c3ccccc3C(=O)N([C@H](C)CO)C[C@@H]2C)c1
→ 0, -0.4
C[C@@H]1CN([C@H](C)CO)C(=O)c2cccc(N(C)C)c2O[C@H]1CN(C)Cc1ccccc1
→ -1, 0.9
Cc1c(NC(=O)CN2C(=O)c3cccc4cccc2c34)c(=O)n(-c2ccccc2)n1C
→ -1, -0.3
COc1ccc([Si](C)(C)[C@H]2[C@H](CCO)O[C@@]3(C(=O)N(c4ccccc4)c4ccccc43)[C@@H]2C)cc1
→ 47, x

Later entries.
The line under a structure holds: EZH2 inh, IDH1 R132H inh
Cc1ccc(S(=O)(=O)N[C@H]2CC[C@@H](CCn3cc(-c4cccc(F)c4)nn3)O[C@@H]2CO)cc1
→ -5, -0.2
C[C@H](CO)N1C[C@H](C)[C@H](CN(C)S(=O)(=O)c2ccc(F)cc2)Oc2ccc(NC(=O)Nc3ccc4c(c3)OCO4)cc2C1=O
→ x, -3.4
COc1ccc(CNC(=O)C[C@H]2CC[C@H](NS(=O)(=O)c3cccc(OC)c3)[C@@H](CO)O2)cc1
→ -3, -0.3
COc1ccc(CNC(=O)N(C)C[C@@H]2OCc3ccccc3-c3c(n(C)c4ccccc34)C(=O)N([C@H](C)CO)C[C@@H]2C)cc1
→ -5, 0.1
N#Cc1ccccc1CSc1nnc(-c2ccco2)n1-c1ccccc1
→ 2, -0.7
COCC(=O)Nc1ccc2c(c1)C(=O)N(C)C[C@@H](OC)[C@@H](C)CN(C)[C@@H](C)CO2
→ 10, -0.3
O=C(CCCCCCC(=O)N/N=C/c1cc(O)ccc1[N+](=O)[O-])NO
→ 15, -0.5
COc1cccc(NC(=O)CSC2CC(=O)N(c3cc(C)cc(C)c3)C2=O)c1 (stereo not given)
→ -10, -0.3
CO[C@@H]1CN(C)C(=O)c2ccc(NC(C)=O)cc2OC[C@@H](C)N(C(=O)C2CCC2)C[C@@H]1C
→ 5, -0.1
Cc1noc(C)c1NC(=O)Nc1cccc2c1O[C@H](CN(C)C(=O)Nc1ccccc1)[C@@H](C)CN([C@H](C)CO)C2=O
→ x, -0.1
C[C@H](CO)N1C[C@H](C)[C@@H](CN(C)C)OCCCC[C@H](C)Oc2ccc(NS(=O)(=O)c3ccc(Cl)cc3)cc2C1=O
→ -3, 0.2
CCN(CC(=O)O)S(=O)(=O)c1ccc(C)cc1
→ 0, 0.2
COc1cccc(C(=O)Nc2ccc3c(c2)C(=O)N(C)C[C@@H](OC)[C@@H](C)CN(CC2CC2)[C@H](C)CO3)c1
→ -6, -0.1
COc1ccc(S(=O)(=O)Nc2ccc3c(c2)CC(=O)N([C@H](C)CO)C[C@@H](C)[C@H](CN(C)S(C)(=O)=O)O3)cc1
→ x, 0.3
C[C@@H]1CCCCO[C@H](CN(C)Cc2ccc(C(=O)O)cc2)[C@@H](C)CN([C@H](C)CO)C(=O)c2cc(N(C)C)ccc2O1
→ 8, x
N[C@@H](Cc1cc(I)c(Oc2cc(I)c(O)c(I)c2)c(I)c1)C(=O)O
→ x, -1.4
C[C@H]1CN([C@@H](C)CO)C(=O)Cc2cc(NC(=O)Nc3ccc4c(c3)OCO4)ccc2O[C@@H]1CN(C)CC1CCCCC1
→ -5, -11
COC(=O)c1sccc1NC(=O)COc1cc(C)ccc1Cl
→ 31, -0.1
Cc1ccc(S(=O)(=O)N(C)C[C@@H]2OCCCC[C@H](C)Oc3ccc(NC(=O)Nc4cccc5ccccc45)cc3C(=O)N([C@H](C)CO)C[C@H]2C)cc1
→ x, 1.0
COC(=O)C[C@H]1C[C@@H]2c3cc(NC(=O)C4CCC4)ccc3O[C@@H]2[C@H](CO)O1
→ -4, 0.0
Cc1ccc(Nc2nc(N)nc(COc3cccc4cccnc34)n2)cc1
→ 10, -0.6
CC(C)NC(=O)Nc1ccc2c(c1)CC(=O)N([C@@H](C)CO)C[C@@H](C)[C@H](CN(C)S(=O)(=O)c1ccc(F)cc1)O2
→ -3, 2.8
O=C(CN1CCOCC1)NCC[C@H]1CC[C@@H](NC(=O)c2ccc3c(c2)OCO3)[C@@H](CO)O1
→ -4, 0.1
C[C@H]1CN([C@@H](C)CO)C(=O)c2cc(C#CC3CCCCC3)cnc2O[C@H]1CN(C)Cc1cccnc1
→ 5, 1.1
C[C@H](CO)N1C[C@H](C)[C@@H](CN(C)C(=O)c2ccncc2)OCCCC[C@H](C)Oc2ccc(NC(=O)CCC(F)(F)F)cc2C1=O
→ x, -0.3
O=C(C[C@H]1C[C@@H]2c3cc(NC(=O)c4ccc5c(c4)OCO5)ccc3O[C@@H]2[C@H](CO)O1)NCc1ccccn1
→ -1, -0.2
CCS(=O)(=O)Nc1ccc2c(c1)C(=O)N(C)C[C@H](OC)[C@H](C)CN(CC1CCCCC1)[C@@H](C)CO2
→ 1, 0.0
C[C@@H]1CN([C@@H](C)CO)S(=O)(=O)c2ccc(-c3cccc(F)c3)cc2O[C@H]1CN(C)C(=O)c1cccc(F)c1
→ x, -0.7
C[C@@H]1CN([C@@H](C)CO)C(=O)c2cc(NC(=O)CCC(F)(F)F)ccc2O[C@@H]1CN(C)S(=O)(=O)c1ccccc1
→ 8, -0.2
CO[C@@H]1CN(C)C(=O)c2ccc(NC(=O)C3CCC3)cc2OC[C@H](C)N(Cc2cccnc2)C[C@H]1C
→ 6, 0.5
Cc1ccc(-c2cnc3c(c2)C(=O)N([C@@H](C)CO)C[C@@H](C)[C@H](CN(C)Cc2ccccc2F)O3)cc1
→ -3, -5.6
O=C(CCCCCCC(=O)Nc1ccccc1O)N/N=C/c1ccc([N+](=O)[O-])s1
→ 16, 0.0
COc1ccc([N+](=O)[O-])cc1NC(=O)CS(=O)(=O)Cc1ccccc1
→ -2, -0.1
Cc1sc2nc(SCC(=O)NCC3CCCO3)n(-c3ccccc3)c(=O)c2c1C (stereo not given)
→ x, 1.5
CCCC(=O)Nc1ccc2c(c1)C(=O)N(C)C[C@@H](OC)[C@H](C)CN(CC1CCOCC1)[C@@H](C)CO2
→ 4, 0.2
CC(C)[C@@H](C)NC(=O)N(C)C[C@H]1OCc2ccccc2-c2c(n(C)c3ccccc23)C(=O)N([C@H](C)CO)C[C@H]1C
→ -12, -0.1
CC(C)=CCc1c(O)ccc2c1OC(c1ccc(O)c(O)c1)CC2=O (stereo not given)
→ x, 26
O=C(C1=C[C@@H](c2ccc3c(c2)Cc2ccccc2-3)C[C@@H](OCCCCO)O1)N1CCCCC1
→ -1, x

Source: PubChem BioAssay
